Shiga toxin inh = A qHTS for Small Molecule Inhibitors of Shiga Toxin | inhibition, % at 38.7 µM | actives 9.2% (n = 290,000) | Vero cells, Shiga toxin protein synthesis inhibition reporter; in the data active = inhibition mostly above about 28%, no sharp cut-off; inactive = mostly below about 43%; also: 0% is about no effect
AmpC inh detg = qHTS Inhibitors of AmpC Beta-Lactamase (assay with detergent); Potency, µM (series often up to 114 µM), without a hit: at the highest dose activity change, negative = inhibition, hits mostly inhibitors; AID 485294, 2010; P00811; AmpC hydrolysis of nitrocefin, absorbance 480 nm, 0.01% Triton; actives 0.041% (n = 370,000);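 also: potency is read from the fitted curve at half-maximal effect; 0% = no-compound wells and -100% = no-enzyme wells; nearly all actives have a fitted effect of over 25% in size; some results filed as inactive show a strong effect at the top dose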
Target sequence (P00811 whole entry, looked up): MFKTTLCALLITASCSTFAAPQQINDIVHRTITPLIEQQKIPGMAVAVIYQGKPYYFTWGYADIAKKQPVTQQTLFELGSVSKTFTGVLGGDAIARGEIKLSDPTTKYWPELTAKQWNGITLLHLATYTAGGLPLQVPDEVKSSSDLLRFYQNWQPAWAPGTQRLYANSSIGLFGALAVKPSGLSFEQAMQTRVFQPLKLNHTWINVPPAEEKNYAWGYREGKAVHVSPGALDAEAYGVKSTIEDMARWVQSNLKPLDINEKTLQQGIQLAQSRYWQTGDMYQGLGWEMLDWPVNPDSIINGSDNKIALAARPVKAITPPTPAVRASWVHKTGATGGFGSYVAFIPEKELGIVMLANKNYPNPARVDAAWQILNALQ
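20 mM phosphate pH 7.0 + 0.01% (detergent screen) or 0.0001% Triton X-100; 5.3 nM AmpC reagent; cpd preinc 15 min RT; nitrocefin (800 uM stock) to start; A480 q20 s × 4 min; Activity was normalised to no-enzyme and no-compound control wells.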
CHX counter = Cycloheximide Counterscreen for Small Molecule Inhibitors of Shiga Toxin. cell reporter, cycloheximide protein synthesis inhibition counterscreen. max response, %. actives 12% (n = 300,000). AID 2314, 2010; in the data active = max response mostly above about 13%, no sharp cut-off; inactive = mostly below about 14%; also: read at 38.3 µM for the half of the compounds with a filed dose; 0% is about no effect
AmpC no deterg = qHTS Inhibitors of AmpC Beta-Lactamase (assay without detergent) | P00811 | AmpC nitrocefin hydrolysis, absorbance 480 nm, 0.0001% Triton | Potency, µM (titrated, usually from 57.1 µM), inactives show at the highest dose activity change, negative = inhibition, usual class: inhibitors | actives 0.52% (n = 330,000) | AID 485341, 2010;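 also: potency is read from the fitted curve at half-maximal effect; plate controls were no compound for no effect and no enzyme for full effect; nearly all actives have a fitted effect of over 20% in size; some results filed as inactive show a strong effect at the top dose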
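20 mM phosphate pH 7.0 + 0.01% (detergent screen) or 0.0001% Triton X-100; 5.3 nM AmpC reagent; cpd preinc 15 min RT; nitrocefin (800 uM stock) to start; A480 q20 s × 4 min; Activity was normalised to no-enzyme and no-compound control wells.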
HCMV antiviral = qHTS Assay for inhibitors of the human cytomegalovirus (HCMV). HFF cells, HCMV-luciferase reporter, 72 h; stronger effect = lower value. actives 4.5% (n = 410,000). AID 1259415, 2018. activity change, negative = inhibition, % at 57.5 µM; in the data active = activity change below about -60%; inconclusive = no clear call, values can overlap the other calls; inactive = above about -39%; also: % is scaled to controls: 0 for no effect and ±100 for the full control effect
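Compounds were evaluated in HFFs infected with an HCMV luciferase reporter virus (MOI 1 PFU/cell). Luciferase in lysates collected 72 h post infection served as the replication measure.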
AMA1 RON2 block = qHTS for Inhibitors of AMA1-RON; Towards Development of Antimalarial Drug Lead: Primary Screen; AlphaScreen AMA1-biotinylated RON2 peptide binding; Potency, µM (top dose mostly 58.2 µM), inactives show at the top dose activity change, negative = inhibition, actives largely listed as inhibitors; actives 0.2% (n = 360,000);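 also: potency is read from the fitted curve at half-maximal effect; 0% = vehicle wells and -100% = peptide control; nearly all actives have a fitted effect of over 45% in size; some results filed as inactive show a strong effect at the top dose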
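AMA1 (3D7) with his tag at 25 nM final met compounds first, then biotinylated RON2 peptide at 25 nM; detection used donor plus acceptor beads, 10 µg/mL apiece, read by AlphaScreen after 30 min at room temperature.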
FBPA Giardia inh = qHTS Assay for Inhibitors of Fructose-1,6-bisphosphate Aldolase from Giardia Lamblia. purified Giardia FBPA. Potency, µM (top dose mostly 59.6 µM), without a hit: at the highest dose activity, negative = inhibition, usual class: inhibitors. A8B2U2. actives 0.71% (n = 290,000); also: potency is read from the fitted curve at half-maximal effect; % is scaled to controls: 0 for no effect and ±100 for the full control effect; nearly all actives have a fitted effect of over 55% in size
Target sequence (A8B2U2 whole entry, looked up): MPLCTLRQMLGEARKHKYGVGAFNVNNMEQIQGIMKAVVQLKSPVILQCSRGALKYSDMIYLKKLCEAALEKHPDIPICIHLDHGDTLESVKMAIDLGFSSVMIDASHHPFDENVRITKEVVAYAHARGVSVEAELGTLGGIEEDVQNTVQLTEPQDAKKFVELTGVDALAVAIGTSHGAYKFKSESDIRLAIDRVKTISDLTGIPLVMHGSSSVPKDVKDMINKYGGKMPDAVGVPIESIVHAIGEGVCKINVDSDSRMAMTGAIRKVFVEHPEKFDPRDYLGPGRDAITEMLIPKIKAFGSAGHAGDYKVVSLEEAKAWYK
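Giardia FBPA (40 nM reagent) was preincubated 10 min at RT with compound (up to 57.5 uM final), then substrate plus GAPDH/TPI/NAD/arsenate coupling system with diaphorase/resazurin was added; resorufin fluorescence (525/598 nm) was read after 20 min.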
* marks the source's active call; other numbers are inactive results; ? = inconclusive; . = not tested or not shown; & = joins results of further samples; [ ] = dose if it differs, or a comment. Unless noted, calls follow the shape of the dose curve; as a rule, active = well fitted curve in the direction sought with a large enough effect; inconclusive = small, poorly fitted or top-dose-only effect, or another doubt; inactive = no such curve, though single readings can be large; an effect the other way counts as inactive or inconclusive.

SMILES | Shiga toxin inh | AmpC inh detg | CHX counter | AmpC no deterg | HCMV antiviral | AMA1 RON2 block | FBPA Giardia inh
Cc1cc(C(=O)CSc2nnnn2-c2ccccc2)c(C)n1-c1ccc2c(c1)OCO2 | 50* | 4% | 29* | -42% | -3 | -26% | -10%
CN1CCN(NC(=O)c2cccc(S(=O)(=O)N3CCCCCC3)c2)CC1 | -4 | -10% | -3 | -14% | 0 | -2% | -2%
CCOc1ccc(NC(=O)CSc2nnc(NC(=O)C3CC3)s2)cc1 | -8 | 2% | -1 | -9% | ? | -1% | 8%
CSc1ccccc1OCc1cc(C(=O)NCCC2=CCCCC2)no1 | 28* | 5% | 21 | -21% | 23 | -16% | 9%
Cc1ncc([N+](=O)[O-])n1CCOC(=O)Nc1ccc([N+](=O)[O-])cc1 | 9 | -5% | 0 | -18% | -19 | 15% | 3%
Cc1cccc(N2C(=O)c3cccc4cccc(c34)C2=O)c1 | . | -11% | 1 | -21% | -32 | 3% | 1%
C=C(C)C1CC=C(C)/C(=N/NC(=O)c2cccc([N+](=O)[O-])c2)C1 (stereo not given) | 15 | -10% | 3 | -6% | ? | 21% | 14%
Cc1[nH]c2ccc(C(=O)N3CCN(c4ccccc4Cl)CC3)cc2c1C | -4 | -2% | 2 | -43% | -27 | -17% | 11%
CC(C)N(C(=O)COC(=O)c1ccc(Cl)s1)c1ccccc1 | . | 3% | . | -14% | -8 | 0% | .
c1ccc2c(NCC3CCCO3)nc(N3CCCCC3)nc2c1 (stereo not given) | -20 | -4% | -3 | -15% | ? | -4% | -2%
O=C1NC2=C(C(=O)CCC2)C(c2ccccc2Cl)N1 (stereo not given) | -6 | 3% | -6 | -13% | 47 | 0% | 4%
CCc1nnc(N/N=C/c2c(C)[nH]c3ccccc23)n1N | 15 | 1% | -1 | -27% | -90* | 11% | 18µM*
COc1ccc(Cn2nnnc2CN2CCOCC2)cc1 | 4 | -7% | -2 | -9% | 30 | -13% | 2%
N#C/C(=C(/O)COC(=O)CCCNC(=O)c1ccc(Cl)cc1)c1nc2ccccc2[nH]1 | 2 | 0% | -2 | -27% | -93* | 125%[activator] | -7%
CCCc1ccc(OCC(=O)Nc2cc(S(=O)(=O)CC)ccc2O)cc1 | 2 | 1% | -2 | -30% | 16 | -9% | 17%
COc1cccc(NC(=O)C2C(c3ccccc3)C2(Cl)Cl)c1 (stereo not given) | . | ? | 2 | -66% | -32 | 0% | -5%
Cc1ccc(C(C)(C)C)cc1S(=O)(=O)Nc1ncnc2sccc12 | . | 3% | . | -29% | -13 | 0% | .
COc1ccc(CN(C)C(=O)CNC(=O)Cc2cccc3ccccc23)c(OC)c1OC | -21 | 4% | -1 | -4% | . | 3% | .
O=C(CNCC1CCCO1)Nc1ccccc1N1CCCCCC1 (stereo not given) | 6 | ? | -3 | 30% | -22 | 56%[activator] | ?
CC12CCC(=O)N1C(C(=O)NNC(=O)COc1ccccc1F)CS2 (stereo not given) | . | 5% | . | -8% | -1 | 3%[11.6 µM] | .
Cc1ccc(-n2c(C)cc(C(=O)COC(=O)C3=NNC(=O)CC3)c2C)cc1 | 13 | 3% | 8 | 24% | -7 | -7% | -9%
N/C(=N\OC(=O)c1ccc(Br)o1)c1ccccn1 | 61* | 1% | 26* | -18% | 40 | 46%[activator] | -2%
Cc1ccc(-c2csc(NC(=O)N3CCOCC3)n2)cc1 | 111* | -2% | 38* | -2% | -33 | -11% | -7%
COc1ccc(-c2cc(-c3ccccc3)nc(SCC(=O)Nc3nccs3)c2C#N)cc1 | 20 | -9% | 2 | -25% | 0 | -5%[2.32 µM] | 5%
Cn1nnnc1SCC(=O)Nc1ccccc1Cc1ccccc1 | -3 | -11% | -3 | -13% | 14 | 2% | 2%
CCOC(=O)c1c(NC(=O)C2C3C=CC(C3)C2C(=O)O)sc2c1CC(C)CC2 (stereo not given) | 11 | 6% | -3 | -16% | -31 | 12% | 19%
Cc1ccc(C(=O)N2CCCC(CCC(=O)N3CCN(c4ccccn4)CC3)C2)cc1C (stereo not given) | 15 | -1% | -1 | 136%[activator] | ? | -1% | .
Cc1cc(C)cc(N2CC(C(=O)O)CC2=O)c1 (stereo not given) | 23 | ? | 1 | -19% | -27 | -4% | 2%
Cc1ccc(C)c(Cn2c(CO)nc3ccccc32)c1 | 9 | -1% | 2 | 25% | 36 | -1% | 2%
Cc1ncc(CO)c2cc(C(N)=O)c(=Nc3ccccc3)oc12 | -10 | 3% | -3 | 4% | 73 | -5% | 6%
COCC1CCCCN1C(=O)c1ccc(OC2CCN(Cc3ccccn3)CC2)cc1 (stereo not given) | 11 | -8% | 6 | -7% | 26 | 47%[activator] | 2%
O=C1CCCC(=O)N1c1ccc(O)cc1 | -12 | -2% | -2 | -24% | -40 | 3% | 1%
COC(=O)C(Cc1ccccc1)NC(=O)CSc1nc(N)cc(=O)[nH]1 (stereo not given) | -7 | -9% | -3 | -3% | -14 | -2% | 0%
CC(=O)Oc1ccc(C(=O)Nc2cc(NC(=O)c3ccc(OC(C)=O)cc3)cc(C(=O)NC(C)(C)C)c2)cc1 | -1 | -4% | -4 | ? | 57 | 10% | -5%
O=C(COc1ccccc1Cl)N(Cc1ccco1)C1CCS(=O)(=O)C1 (stereo not given) | -10 | -12% | -7 | -3% | -15 | 4% | 1%
Cc1ccc(NC(=O)CSc2nnc(NC(=O)C(C)C)s2)c(C)c1 | -9 | -12% | -3 | 64%[activator] | -11 | 15% | 2%
COc1nc(-c2cccc([N+](=O)[O-])c2)nc2ccccc12 | -5 | 5% | -2 | -13% | -11 | 1% | 1%
Cc1cccc(C(=O)NC2CCN(CC(=O)Nc3ccccc3Cl)CC2)c1 | -7 | ? | -1 | 37% | -12 | 5% | -8%
Cc1ccc(S(=O)(=O)N2CCN(C(=O)N(C)C)CC2)cc1C | -2 | -2% | -4 | -6% | -10 | -1% | 4%
O=C(Nc1ccccc1)C1=C(O)CC(c2ccco2)CC1=Nc1ccccc1 (stereo not given) | 12 | -14% | -2 | -46% | 36 | -5% | -5%
CN(c1ncnc(N)c1[N+](=O)[O-])C1CCCCC1 | -10 | -3% | 2 | -4% | -94* | -4% | -7%
Cc1oc2c(CN3CCCCC3)c(O)ccc2c(=O)c1-c1ccc(Cl)cc1 | -8 | ? | -2 | -27% | . | -6% | -1%
O=c1c2ccc(Cl)cc2[nH]c(=S)n1-c1cccnc1 | 19 | ? | -1 | -28% | -7 | 18% | -22%
CSc1ncccc1C(=O)OCC(=O)NC(C)(C)C | -7 | ? | 2 | -16%[11.4 µM] | 3 | -1% | 4%
O=C(NNC(=O)c1ccccc1F)c1ccc2[nH]c(=O)c(=O)[nH]c2c1 | 41* | 2% | 34* | -20% | -19 | -19% | -14%
C[C@]12C=CC(=O)C=C1CC[C@H]1[C@@H]3C[C@@H](O)[C@](O)(C(=O)CO)[C@@]3(C)C[C@H](O)[C@@]12F | 3 | -10% | 1 | -19% | 87 | 10% | 1%&-3%
COc1ccc(C(=O)C2CCCN(C(=O)c3cccc(Cl)c3F)C2)cc1OC (stereo not given) | 4 | 3% | 20 | 106%[activator] | -21 | -8% | .
COC(=O)Cn1c(=O)c(C(=O)CCl)c(N)n(Cc2ccccc2)c1=O | -11 | 1% | -7 | -1% | ? | 40%[activator] | -4%

Results in AmpC no deterg, for some of the entries so far:
mol	AmpC no deterg
CCc1nnc(N/N=C/c2c(C)[nH]c3ccccc23)n1N	-27%
COc1ccc(Cn2nnnc2CN2CCOCC2)cc1	-9%
N#C/C(=C(/O)COC(=O)CCCNC(=O)c1ccc(Cl)cc1)c1nc2ccccc2[nH]1	-27%
CCCc1ccc(OCC(=O)Nc2cc(S(=O)(=O)CC)ccc2O)cc1	-30%

(continued)
SMILES | Shiga toxin inh | AmpC inh detg | CHX counter | AmpC no deterg | HCMV antiviral | AMA1 RON2 block | FBPA Giardia inh
CCOC(=O)c1cc(-c2ccc(OC(F)F)cc2)nc2c1c(=O)[nH]c(=O)n2C | -6 | 0% | -3 | 31% | 13 | -3% | -4%
CCOP(=O)(OCC)C(NC(=O)c1ccc(OC)c(OC)c1)c1ccccc1 (stereo not given) | -15 | 2% | -2 | 8% | -35 | 9% | 4%
Cc1ccc2c(COC(=O)c3ccccc3Cl)cc(=O)oc2c1 | 59* | -11% | 42* | -22% | -12 | 11% | 2%
Cc1ccc(C(=O)Nc2ccncc2)cc1[N+](=O)[O-] | -7 | 3% | -3 | -7% | -3 | 0% | 14%
COc1ccc(OC)c(N/C=C2/CCCCC2=O)c1 | 36 | ? | 5 | -15% | 20 | -13% | -22%
CCOc1ccccc1NC(=O)CCN(c1ccc(C)cc1)S(=O)(=O)c1ccccc1 | 12 | -12% | -1 | -3% | ? | -19% | -5%
Cc1ccc(OCC(=O)Nc2cccc(S(=O)(=O)N3CCCCCC3)c2)cc1C | . | -15% | . | -22% | -21 | -11% | .
CCCN(CC(=O)Nc1ccccc1C)C(=O)C1CCN(C(=O)Nc2ccccc2)CC1 | . | -12% | . | -15% | 2 | -1% | .
O=C(Nc1cccc(NC(=O)c2ccc(Cl)cc2)n1)c1ccc(Cl)cc1 | -35 | -6% | 1 | -10% | -3 | -12% | .
CCCCc1nc2cc(C(=O)N(C)C(C)c3ccccn3)ccc2o1 (stereo not given) | 30* | ? | 23* | 48% | -6 | 0% | 15%
COc1ccc(C2CC(O)(c3ccccc3)Oc3cc(OC)ccc32)cc1 (stereo not given) | 28&10 | 12% | 20&7 | -25% | -10 | -6% | -18%&-13%
Cc1cc(OCc2cc(C(=O)O)oc2C)c2c3c(c(=O)oc2c1)CCCC3 | -10 | -11% | -2 | -37% | -17 | -21% | 17%
Cc1ccc(C(=O)NC2CCN(CC(=O)Nc3cccc([N+](=O)[O-])c3)CC2)cc1 | -4 | 0% | -3 | -1% | 11 | -8% | 8%
COc1ccc(N(CC(=O)N/N=C(\C)CCc2ccccc2)S(=O)(=O)c2ccc(C)cc2)cc1 | -10 | -7% | -1 | -13% | -2 | 9% | -3%
CC1CCCN(CCC(=O)Nc2ccc3c(c2)CCC3)C1 (stereo not given) | -2 | -1% | -3 | -9% | 33 | -10% | -3%
CN1C(=O)c2ccc(C(=O)NCc3ccccn3)cc2C1=O | 18 | 4% | -1 | -11% | 17 | 4% | .
NC(=O)CN1C(=O)C(=O)N(Cc2ccccc2)C1=O | 11 | -1% | -1 | -14% | -14 | -1% | -9%
